PLAP inhibition = PLAP enzyme inhibitors, biochemical, luminescence, HTS (AID 690); inhibition, % at 20 µM, or IC50 in µM where a hit was titrated; purified PLAP, luminescent substrate; higher % means a stronger effect; Alkaline phosphatase, placental type (Homo sapiens); 96,000 compounds, 0.08% hits; in the data active = a potency from the dose series; inactive = the rest, 99 in 100 with inhibition below about 30%; note: strong numbers were not always called active
NFkB transloc pot = enhancers of NFkB p65 translocation in HUVEC – imaging, IL-1B stimulus, high-content imaging, primary screen | HUVEC IL-1B NFkB p65 nuclear translocation imaging | activation, % at 2 µM | 94,000 compounds, 0.3% hits | AID 819, 2007;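 active = activation above 40%, about the mean plus 3 SD, also judged a hit on visual image review; inconclusive = activation above 40% but not a hit on visual review; inactive = activation not above 40% and no visual hit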;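 note: percent activation is computed from the nuclear over cytoplasmic p65 intensity ratio; values of inactives mirror those of a sister screen read the other way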
NFkB transloc inh = inhibitors of IL-1B driven NFkB p65 nuclear import, primary screen, imaging, HUVEC, IL-1B stimulus, high-content imaging; inhibition, % at 2 µM; AID 796, 2007; HUVEC IL-1B NFkB p65 nuclear translocation imaging; 94,000 compounds, 0.43% hits;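 active = inhibition above about 30% together with a positive call from visual inspection of the well image, limit read from the data; inconclusive = inhibition above a set limit but visual check negative; inactive = inhibition not above a set limit, visual check negative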;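 note: nuclear over cytoplasmic p65 intensity ratio measured by imaging; 0% = IL-1B stimulated DMSO wells and 100% = unstimulated DMSO wells; values of inactives mirror those of a sister screen read the other way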
MRP reversal = reversal of MRP1-mediated doxorubicin resistance, primary screen, H69AR cells, doxorubicin co-treatment | differential viability (reversal), % at 10 µM | 85,000 compounds, 0.04% hits | H69AR cells + 2 uM doxorubicin, CellTiter-Glo, 72 h;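 active = viability drop by adding the cancer drug above about 55%, with treated viability meeting a 40% cutoff, limit read from the data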;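 note: viability without doxorubicin minus viability with 2 µM doxorubicin for each compound; larger differential means the compound sensitizes cells more to doxorubicin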
Bcl-B displacement = displacers of TR3 peptide from Bcl-B, primary screen, selectivity assay for Bfl-1 inhibitor project, biochemical, fluorescence polarization. FP displacement of FITC-TR3 peptide from Bcl-B; higher % means a stronger effect. 96,000 compounds, 0.11% hits. one-dose displacement, % at 20 µM; IC50 in µM for titrated hits;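 active = displacement above 50% at 20 µM plus a fluorescence interference ratio under 1.5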;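 note: plate controls were wells without compound for no effect and wells lacking Bcl-B protein for full effect; a part of the inactive calls stands beside numbers as strong as those of hits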
MRP reversal cytotoxicity = recorded beside MRP reversal, whose call it bears; viability, %; H69AR cells, CellTiter-Glo, 72 h; measured here: cytotoxicity without doxorubicin
MRP reversal with doxorubicin = second read-out of MRP reversal, no call of its own (marks repeat the call); viability, %; measured here: viability with 2 uM doxorubicin; stronger effect = lower value
NFkB transloc inh cell count 2 µM = recorded beside NFkB transloc inh, whose call it bears; cell count; measured here: cells passing quality filter;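 raw number of nuclei counted in each imaged well without normalization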
NFkB transloc pot cell count 2 µM = further read-out of NFkB transloc pot, marked with its call; cell count; measured here: cells passing quality filter
An asterisk follows results filed as active; ? = inconclusive; . = no result given. Only part of the results is shown. The share of hits here may be higher or lower than overall.

SMILES	PLAP inhibition	NFkB transloc pot	NFkB transloc pot cell count 2 µM	NFkB transloc inh	NFkB transloc inh cell count 2 µM	MRP reversal	MRP reversal cytotoxicity	MRP reversal with doxorubicin	Bcl-B displacement
CCOC(=O)CCc1c(C)n(CC)c2ncnn2c1=O	-3%	.	.	.	.	-7	96	103	-4%
CC1CCc2sc3c(c2C1)c1ncnn1c(=O)n3CC(=O)c1ccc(Br)cc1 (stereo unspecified)	.	-1	63	1	63	-29	46	74	.
COc1ccc(S(=O)(=O)N2CCN(Cc3ccc(Cl)cc3)CC2)cc1	-15%	12	148	-12	148	6	87	81	-7%
Cc1cc(/C=N/n2cnnc2)c(C)n1-c1cccc(C(=O)O)c1	-14%	18	67	-18	67	.	.	.	5%
CN1CCN(C(CNS(=O)(=O)c2ccc(F)cc2)c2cccnc2)CC1 (stereo unspecified)	.	2	139	-2	139	-3	96	99	.
O=C(CSc1nnc(-c2cnccn2)n1Cc1ccco1)c1ccc(Cl)c(Cl)c1	-47%	-1	163	1	163	4	63	60	-43%
CCOC(=O)C1CCN(Cc2cnc(Oc3ccc(N)cc3)s2)CC1	-42%	10	118	-10	118	.	.	.	4%
Cc1ccc(S(=O)(=O)Nc2cccc3cccnc23)cc1	-17%	21	141	-21	141	0	2	2	15%
Cc1cccc(C)c1NC(=O)CSc1ncnc2nc[nH]c12	-6%	20	183	-20	183	.	.	.	3%
O=C(Cc1cn2ccsc2n1)NCc1ccccc1	5%	0	124	0	124	-3	103	106	7%
Cc1nc(NC2=NCN(Cc3ccco3)CN2)nc2ccccc12	-22%	.	.	.	.	2	84	82	8%
O=C(COc1cccc(Cl)c1)Nc1ccc(N2CCOCC2)cc1	9%	-1	198	1	198	28	102	74	16%
Cc1ccc(-c2cc(C(=O)Nc3cc(C)on3)c3ccccc3n2)c(C)c1	7%	12	68	-12	68	-1	83	84	2%
CC(C)CN(C#N)c1nc(N2CCOCC2)nc(N2CCOCC2)n1	-11%	16	92	-16	92	.	.	.	-3%
COc1ccc2c(c1OC)C(=O)N1c3ccccc3C(=O)N(c3ccc(F)cc3)C21 (stereo unspecified)	5%	11	126	-11	126	-5	12	17	-3%
CCOC(=O)C1CCCN(C(=O)CCCOc2cc(=O)n(C)c3ccccc23)C1 (stereo unspecified)	-28%	-5	133	5	133	16	94	78	-12%
O=C(NS(=O)(=O)c1ccc2c(c1)OCCO2)c1ccccc1	-13%	13	125	-13	125	-1	98	99	1%
CCOC(=O)C1CCN(c2c(Nc3ccc4c(c3)OCCO4)c(=O)c2=O)CC1	2%	-13	43	12	43	3	94	90	-2%
Cc1ccc(C)c(CSc2nnc(-c3cccs3)n2Cc2ccco2)c1	-11%	17	73	-17	73	-4	77	82	2%
CN1C(=O)c2ccccc2Sc2ccc(NC(=O)N3CCCC3)cc21	-4%	-1	85	1	85	-2	103	105	0%
O=C(CSc1nc(Nc2ccccc2)nc(N2CCOCC2)n1)Nc1ccccc1Cl	6%	12	168	-12	168	-2	73	75	1%
CN=C1SC(CC(=O)Nc2ccc(C(=O)O)cc2)C(=O)N1C (stereo unspecified)	-22%	-5	137	5	137	6	98	92	-2%
O=C(CCSCCC(=O)NCC1CCCO1)NCC1CCCO1 (stereo unspecified)	-59%	5	162	-5	162	8	84	76	-4%
COc1ccc(N(C(=O)c2ccco2)C(C(=O)NC2CCCC2)c2cccs2)cc1OC (stereo unspecified)	.	-3	140	2	140	14	84	70	.
O=C(COc1ncnc2c(Cl)cc(Cl)cc12)N1CCN(S(=O)(=O)c2ccccc2)CC1	17%	0	212	0	212	.	.	.	-8%
Cc1[nH]nc2c1C(c1cn[nH]c1-c1ccc(F)cc1)C(C#N)=C(N)O2 (stereo unspecified)	-46%	-6	135	6	135	-25	65	89	0%
CCOC(=O)N1CCN(CC(=O)n2c(C)c(C)c3ccccc32)CC1	-49%	1	134	-1	134	2	70	68	0%
COc1ccc(OC)c(-c2cc(C(=O)N3CCc4ccccc4C3)no2)c1	-15%	8	149	-8	149	.	.	.	-14%
CN(C)CCNc1oc(COc2ccc(Cl)cc2)nc1C#N	-48%	12	123	-12	123	-4	99	103	-4%
O=C1CC(c2cccc(Br)c2)C2=C(CCCC2=O)N1 (stereo unspecified)	5%	?	.	-63	184	7	95	88	-5%
COc1cc(OC)cc(-n2nc(C(=O)NCCCN3CCOCC3)c3ccccc3c2=O)c1	-61%	.	.	.	.	.	.	.	-6%
O=P(c1ccccc1)(c1ccccc1)C(O)c1ccco1 (stereo unspecified)	4%	25	161	-25	161	7	106	99	6%
CSc1ccccc1NC(=O)c1cc(C)on1	-2%	22	181	-22	181	-1	93	94	-2%
O=C(CCCN1C(=O)c2ccccc2C1=O)OC1CSCC1NC(=O)c1ccccc1 (stereo unspecified)	-13%	3	165	-3	165	12	97	84	2%
O=C(Cc1ccccc1[N+](=O)[O-])NCCSCc1c(F)cccc1Cl	4%	20	170	-20	170	.	.	.	-1%
Cc1ccccc1OCc1nnc(SCC(=O)N2CCc3ccccc32)n1C	.	28	127	-28	127	12	95	82	.
O=S(=O)(CCSc1nc2ccccc2o1)Cc1ccccc1	-18%	9	81	-8	81	-13	73	87	0%
CCOCCCNC(=O)C(NC(=O)CNC(=O)c1ccccc1)c1ccc(C)cc1 (stereo unspecified)	-53%	-13	158	13	158	2	101	98	-5%
CCCCn1c(=O)cc(N2CCOCC2)[nH]c1=O	1%	4	138	-4	138	-1	91	92	-1%
CCOC(=O)c1cc2cc(F)ccc2nc1C	30%	.	.	.	.	7	104	97	-8%
COc1ccc(-c2c3c(=O)n(C)c(=O)n(C)c3cn2-c2ccccc2)cc1	-11%	.	.	.	.	-7	62	69	0%
O=C1NC2(CCc3ccccc32)C(=O)N1CCOc1ccc(Cl)cc1 (stereo unspecified)	-8%	0	138	0	138	.	.	.	-5%
Cc1ccccc1C(=O)N1CCC(C(=O)Nc2cccc(F)c2)CC1	-42%	-5	79	7	79	12	94	82	-45%
CCCC(=O)n1nc(-c2ccccc2)nc1SC	.	-3	71	3	71	16	103	86	.
Cc1ccc2[nH]c(-c3ccccc3)c(CN(C)C)c(=O)c2c1	-3%	21	62	-21	62	-9	86	95	4%
CCn1c(SCC(=O)Nc2cc(C)on2)nnc1-c1ccccc1	.	-10	104	10	104	12	106	95	.
COc1cccc(Cn2c(C3CC3)nc3ccc(NC(=O)c4ccco4)cc3c2=O)c1	-43%	5	174	-5	174	-31	60	92	-2%
CC1CC(=O)c2cnc(Nc3ccccc3)nc2C1 (stereo unspecified)	12%	13	158	-13	158	15	94	79	12%
COc1ccc(-n2nc(C(=O)N3CCN(Cc4ccc5c(c4)OCO5)CC3)c3ccccc3c2=O)cc1	-9%	.	.	.	.	20	62	42	-4%
O=C(COc1ccc2ccccc2c1)N1CCN(C(=O)c2cccs2)CC1	.	-12	188	12	188	-12	74	86	.

An excerpt from further up, for reference:
SMILES	PLAP inhibition	NFkB transloc pot	NFkB transloc pot cell count 2 µM	NFkB transloc inh	NFkB transloc inh cell count 2 µM	MRP reversal	MRP reversal cytotoxicity	MRP reversal with doxorubicin	Bcl-B displacement
COc1ccc(-n2nc(C(=O)N3CCN(Cc4ccc5c(c4)OCO5)CC3)c3ccccc3c2=O)cc1	-9%	.	.	.	.	20	62	42	-4%
O=C(COc1ccc2ccccc2c1)N1CCN(C(=O)c2cccs2)CC1	.	-12	188	12	188	-12	74	86	.

The results go on.
SMILES	PLAP inhibition	NFkB transloc pot	NFkB transloc pot cell count 2 µM	NFkB transloc inh	NFkB transloc inh cell count 2 µM	MRP reversal	MRP reversal cytotoxicity	MRP reversal with doxorubicin	Bcl-B displacement
Cc1cc(C)cc(OCc2nnc(SCC(=O)OC(C)C)o2)c1	-22%	5	134	-5	134	11	108	97	-5%
COc1ccc(CN2C3CCCC2CC(NC(=O)Nc2ccccc2)C3)cc1 (stereo unspecified)	.	15	126	-15	126	9	91	82	.
CC(C)c1ccccc1NC(=O)CCCC(=O)O	.	9	162	-9	162	.	.	.	.
Cc1ccc(C(=O)Oc2oc(-c3ccco3)nc2C=Nc2ccccc2)cc1	-9%	-8	172	8	172	-10	39	48	-6%
Cc1cccc(-c2nsc(SCC(=O)NCc3ccco3)n2)c1	10%	-2	98	2	98	7	91	84	-10%
CCC(=O)N(Cc1ccc(S(N)(=O)=O)cc1)C1CC(=O)N(c2ccc(OC)cc2)C1=O (stereo unspecified)	-5%	1	130	-1	130	.	.	.	-4%
O=C(Nc1ccccc1N1CCN(C(=O)c2ccc(Cl)cc2)CC1)c1cc2ccccc2o1	-37%	16	123	-16	123	-9	52	61	-2%
CCOc1ccc2[nH]c(=O)c(CN(Cc3ccco3)C(CC)c3nnnn3Cc3ccccc3)cc2c1 (stereo unspecified)	-67%	-7	216	7	216	0	2	2	-7%
CC(C)(C)C(=O)COC(=O)c1ccccc1O	-15%	-3	193	3	193	.	.	.	4%
CCCCNC(=O)c1cc2nc3c(c(C(F)(F)F)n2n1)CCc1ccccc1-3	-9%	14	141	-14	141	.	.	.	-8%
CCOC(=O)C1=C(C)NC(SCC(=O)Nc2nc(C)cs2)=C(C#N)C1c1cccs1 (stereo unspecified)	-53%	-16	87	16	87	-20	37	57	-17%
Cn1nnc(NC(=O)C(c2ccccc2)c2ccccc2)n1	-4%	32	95	-32	95	.	.	.	-5%
COc1cccc(-c2nc(N3CCCCC3C)c3ccccc3n2)c1O (stereo unspecified)	-55%	-4	109	4	109	-25	38	63	-4%
N#CC1=C(N)N(c2ccccc2)C(=O)C1	-8%	15	198	-15	198	12	100	88	-19%
Cc1occc1-c1nnc(SCC(=O)Nc2ccc(F)cc2)n1Cc1ccccc1	-12%	35	116	-35	116	-11	65	77	-5%
CCn1nnnc1-c1ccc(OC)c(S(=O)(=O)Nc2ccc(C(=O)OC)cc2)c1	1%	-1	116	1	116	10	78	68	-3%
CCS(=O)(=O)Nc1ccc(Cc2ccncc2)cc1	12%	2	113	-2	113	9	99	90	17%
O=S1(=O)CC(O)C(Nc2ccccc2)C1 (stereo unspecified)	14%	22	159	-22	159	3	99	96	-4%
COc1ccc(NC(=O)Nc2nnc(-c3ccccc3SCc3ccccc3)s2)cc1	-4%	15	181	-15	181	-14	48	62	-2%
O=C(NCc1cccs1)c1cc2c(s1)CCCC2	30%	-1	145	1	145	9	97	89	-4%
CC(CS(=O)(=O)c1ccc2ccccc2c1)N1CCN(C2CCCCC2)CC1 (stereo unspecified)	.	8	161	-8	161	3	82	80	.
CS(=O)(=O)NCc1nnc(SCc2ccccc2C(F)(F)F)o1	4%	-4	75	4	75	12	87	75	3%
COc1ccc(NC(=O)c2sc(SC)nc2N)cc1	19%	.	.	.	.	-3	66	69	13%
S=c1[nH]nc(-c2ccco2)n1/N=C/C=C/c1ccccc1	-9%	19	75	-19	75	.	.	.	4%
O=C(CCN1C(=O)c2ccccc2C1=O)Nc1ccc(-c2nc3ccccc3o2)cc1	2%	9	170	-9	170	3	102	99	2%
COc1ccc(Cl)cc1NS(=O)(=O)c1ccc(OC)c(OC)c1	.	-1	98	1	98	3	95	93	.

Reprinted at random: 6 records from the list
SMILES	PLAP inhibition	NFkB transloc pot	NFkB transloc pot cell count 2 µM	NFkB transloc inh	NFkB transloc inh cell count 2 µM	MRP reversal	MRP reversal cytotoxicity	MRP reversal with doxorubicin	Bcl-B displacement
CC1CC(=O)c2cnc(Nc3ccccc3)nc2C1 (stereo unspecified)	12%	13	158	-13	158	15	94	79	12%
CN1CCN(C(CNS(=O)(=O)c2ccc(F)cc2)c2cccnc2)CC1 (stereo unspecified)	.	2	139	-2	139	-3	96	99	.
O=C(COc1cccc(Cl)c1)Nc1ccc(N2CCOCC2)cc1	9%	-1	198	1	198	28	102	74	16%
Cc1ccc(S(=O)(=O)Nc2cccc3cccnc23)cc1	-17%	21	141	-21	141	0	2	2	15%
O=C(COc1ncnc2c(Cl)cc(Cl)cc12)N1CCN(S(=O)(=O)c2ccccc2)CC1	17%	0	212	0	212	.	.	.	-8%
CCOCCCNC(=O)C(NC(=O)CNC(=O)c1ccccc1)c1ccc(C)cc1 (stereo unspecified)	-53%	-13	158	13	158	2	101	98	-5%
